Compound activity: PubChem BioAssay, National Center for Advancing Translational Sciences (NCATS)
Eya2 phos inh: inhibitors of human Eya2 phosphatase activity; O00167; hit rate 0.006% among 330,000; recombinant Eya2, OMFP fluorescence dephosphorylation (OMFP is methylfluorescein phosphate); Potency, µM (doses to about 76.9 µM), for inactives: at the top dose activity, negative = inhibition, actives largely listed as inhibitors; further: potency means the concentration at half of the fitted maximal effect; on the % scale 0 is the no-effect control and ±100 the full control effect
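Eya2 (0.2 uM) preincubated 10 min at ambient with compound, then OMFP substrate added at 50 uM; 10 min reaction in 50 mM HEPES pH 7.5, 50 mM NaCl, 5 uM MgCl2, 0.05% BSA, 1 mM DTT. Fluorescence read at Ex 485/Em 525 nm.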
USP2a block: inhibitors of human ubiquitin-specific protease USP2a | O75604 | USP2 core, Ub-CHOP2 coupled fluorogenic reporter, 485/531 | Potency, µM (doses to about 38.3 µM), without a hit: at the top dose activity change, negative = inhibition, most hits filed as inhibitors | hit rate 0.01% among 330,000 | AID 463254;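 further: potency means the concentration at half of the fitted maximal effect; plate controls were DMSO wells for no effect and full inhibition by NEM control for full effect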
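USP2 core (10nM final) preincubated 30min RT with compound in 20mM Tris-HCl pH 8.0, 2mM CaCl2, 2mM beta-mercaptoethanol, 0.05% CHAPS; 25nM Ub-CHOP2 plus 25nM reporter substrate added, fluorescence (Ex485/Em531) read after 60min.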
ELG1 repair inh: blocks ELG1-dependent DNA repair in HEK293T cells; HEK293T ELG1-luciferase reporter, luminescence, 16 h; DNA damage induced by 5-fluorouridine; Potency, µM (doses to about 46.1 µM), without a hit: at the top dose activity change, negative = inhibition, actives largely listed as inhibitors; AID 504467; hit rate 2.3% among 330,000; further: potency means the concentration at half of the fitted maximal effect; on the % scale 0 is the no-effect control and ±100 the full control effect; nearly all actives have a fitted effect of over 55% in size
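DMSO vehicle served as the neutral condition. Each well held 2,000 cells given 5-fluorouridine plus compound; after 16 hr at 37 °C/5% CO2, ONE-Glo was added and luciferase measured 30 min later.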
TCR act: T cell receptor activation | primary human leukocytes, anti-CD3, IL-2 HTRF, 48 h | Potency, µM (series often up to 9.22 µM), without a hit: at the highest dose activation of IL-2 secretion, actives largely listed as activators | 330,000 tested, under 10 active; further: % of control where 0% means no effect
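Readout: HTRF IL-2, Eu-cryptate/d2 antibody pair, 320nm excitation, 665nm emission. Stimulus: a-CD3 beads, no co-stimulation. Cells: primary human leukocytes. Exposure: 48 hr with compound.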
A-T KAP1 phos: candidate therapy for ataxia-telangiectasia | […] A-T fibroblasts, KAP-1 phosphorylation AlphaLISA; neocarzinostatin DNA damage 30 min before lysis | hit rate 0.19% among 320,000 | Potency, µM (titrated, usually from 57.5 µM), inactives show at the highest dose activation, most hits filed as activators; further: potency means the concentration at half of the fitted maximal effect; % of control where 0% means no effect; nearly all actives have a fitted effect of over 45% in size
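hTERT-immortalized A-T patient fibroblasts ([…]), 500 cells/well in OPTI-MEM, 1% FBS, got compounds for 60 min, then NCS for 30 min at 37C. Lysates were then assayed for phospho-KAP-1 by AlphaLISA (anti-pKAP1 donor, anti-KAP1 acceptor beads), 6 hr at 25C.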
TRPV1 agonist: agonists of human vanilloid receptor 1 (TRPV1); Q8NER1; TRPV1-expressing cells, Fluo-8 calcium influx, agonist mode; activation, % at 8.33 µM; hit rate 0.19% among 320,000; in the data active means activation above about 80%; inconclusive means between about 30% and that limit; further: 0% is about no effect
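Fluo-8 calcium influx in TRPV1-expressing cells, kinetic read (ex 480/em 520 nm). Compound added and read 3 min for agonist activity, followed by capsaicin at EC20 final and 2 min further read for enhancement.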
KCNH2 WT inh: KCNH2 (human, wildtype) channel inhibition; activity change, % at 1.84 µM; Q12809; hit rate 0.37% among 340,000; U2OS, BacMam KCNH2, thallium flux FluxOr; active compounds read low; AID 720551;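 active means maximum activity change below -70%; inconclusive means maximum activity change between -70% and -50%; inactive means maximum activity change above -50%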; further: on the % scale 0 is the no-effect control and ±100 the full control effect
Target sequence (Q12809 whole entry, looked up): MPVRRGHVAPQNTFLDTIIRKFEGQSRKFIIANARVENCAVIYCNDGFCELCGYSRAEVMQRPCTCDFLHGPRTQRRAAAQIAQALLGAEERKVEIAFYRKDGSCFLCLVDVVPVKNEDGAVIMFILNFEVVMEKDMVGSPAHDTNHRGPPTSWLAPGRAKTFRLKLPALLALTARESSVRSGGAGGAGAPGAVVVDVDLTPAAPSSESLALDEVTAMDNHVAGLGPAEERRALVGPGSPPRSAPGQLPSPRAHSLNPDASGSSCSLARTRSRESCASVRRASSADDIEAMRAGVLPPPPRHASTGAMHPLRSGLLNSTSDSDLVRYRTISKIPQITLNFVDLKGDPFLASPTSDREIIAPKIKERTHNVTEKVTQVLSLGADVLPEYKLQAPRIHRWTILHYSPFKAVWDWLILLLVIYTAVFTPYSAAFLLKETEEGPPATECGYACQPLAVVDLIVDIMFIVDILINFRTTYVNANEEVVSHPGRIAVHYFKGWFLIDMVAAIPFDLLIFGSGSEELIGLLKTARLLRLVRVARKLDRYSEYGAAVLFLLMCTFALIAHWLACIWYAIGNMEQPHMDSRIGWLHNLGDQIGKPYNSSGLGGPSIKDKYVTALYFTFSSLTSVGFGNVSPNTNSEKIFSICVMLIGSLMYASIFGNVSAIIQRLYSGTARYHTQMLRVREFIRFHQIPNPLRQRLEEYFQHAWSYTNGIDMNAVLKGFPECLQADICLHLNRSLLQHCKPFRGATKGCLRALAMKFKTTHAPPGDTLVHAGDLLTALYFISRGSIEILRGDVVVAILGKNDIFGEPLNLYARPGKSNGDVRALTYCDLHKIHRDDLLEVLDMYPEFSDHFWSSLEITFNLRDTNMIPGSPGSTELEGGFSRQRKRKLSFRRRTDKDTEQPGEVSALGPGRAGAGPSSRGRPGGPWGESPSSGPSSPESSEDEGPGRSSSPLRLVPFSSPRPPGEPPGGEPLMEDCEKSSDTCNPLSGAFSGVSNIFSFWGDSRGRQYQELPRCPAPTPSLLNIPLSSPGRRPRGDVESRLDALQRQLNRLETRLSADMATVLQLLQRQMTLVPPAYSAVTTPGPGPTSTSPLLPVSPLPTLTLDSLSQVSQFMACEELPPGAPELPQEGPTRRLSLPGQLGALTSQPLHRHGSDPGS
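U2OS cells were transduced with wild-type KCNH2 virus (2.03 x 10^8 / mL) for 4 h at room temperature, then cultured overnight at 37 C. Thallium flux was read with FluxOr dye. Rate constants were normalized to DMSO controls.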
Mito fusion yeast: mitochondrial division inhibition or fusion activation; Potency, µM (titrated, usually from 46.1 µM), for the others: at the top dose growth rescue (activation), most hits filed as activators; hit rate 0.23% among 320,000; AID 485298; S. cerevisiae fusion-defective mutant growth rescue, CellTiterGlo 48 h;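 further: potency means the concentration at half of the fitted maximal effect; % of control where 0% means no effect; nearly all actives have a fitted effect of over 45% in size; temperature-sensitive fusion mutants such as fzo1-1 at 37 °C on non-fermentable ethanol glycerol medium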
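Temperature-sensitive fusion-defective S. cerevisiae (e.g. fzo1-1, mgm1-5) were grown with compound in YPEG medium (3% ethanol, 3% glycerol) for 48 hours at 37C. Growth rescue was measured as viability by CellTiterGlo luminescence after 10 minutes at ambient.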
TSHR antag: antagonists of human thyroid stimulating hormone receptor | P16473 | TSHR-expressing cells, TSH-stimulated cAMP HTRF, 2 h; active compounds read low | activity change, negative = inhibition, % at 11.5 µM | hit rate 0.2% among 330,000;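 active means activity change below a set negative limit, meaning inhibition stronger than a set level, cut at about -70% in these data; inconclusive means activity change between two set negative limits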; further: on the % scale 0 is the no-effect control and ±100 the full control effect
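TSHR-expressing cells were treated with compounds, then stimulated with TSH at EC80 (4nM final) for 2 hours at 37 deg C. Cellular cAMP was measured by HTRF competition between lysate cAMP and cAMP-d2 for a cryptate-labelled anti-cAMP antibody.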
KCNH2 3.1 inh: KCNH2 3.1 (human) potassium channel inhibition | U2OS KCNH2 3.1, thallium flux FluxOr; active compounds read low | activity change, % (tested at about 1.8 µM) | hit rate 0.95% among 340,000 | AID 720553;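 active means maximum activity change below -70%; inconclusive means maximum activity change from -70% to -50%; inactive means maximum activity change above -50%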;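 further: thallium influx rate constant from kinetic fluorescence after stimulation buffer; on the % scale 0 is the no-effect control and ±100 the full control effect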
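Normalized rate constant (relative to positive and negative DMSO controls) derived from a 2 min kinetic fluorescence read after stimulation; U2OS cells expressing the 3.1 isoform via virus at 1.77 x 10^8 /mL.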
The depositor's hits bear a star; u = inconclusive; x = no result given; [ ] = remark or other dose. Unless noted, the call rests on the fitted dose curve; in most records, active means well fitted curve in the direction sought with a large enough effect; inconclusive means small, poorly fitted or top-dose-only effect, or another doubt; inactive means no such curve, though single readings can be large; an effect the other way counts as inactive or inconclusive.

The line under a structure holds: Eya2 phos inh, USP2a block, ELG1 repair inh, TCR act, A-T KAP1 phos, TRPV1 agonist, KCNH2 WT inh, Mito fusion yeast, TSHR antag, KCNH2 3.1 inh
CC(=O)OCCOCn1cnn2c(=O)c(Br)c(C)nc12
→ -22%, 9%, -1%, -2%, -4%, 0, -2, -1%, 1, 9
CCOC(=O)C1CCCC(NS(=O)(=O)c2ccc(NC(C)=O)cc2)C1 (centres undefined)
→ 26%, -1%, -4%, -2%, 6%, 10, 0, -2%, -1, -32
COc1ccc(S(=O)(=O)Nc2ccc(C)cc2)cc1OC
→ -18%, -4%, -4%, -2%, 5%, -1, 10, 11%, -3, 16
Cc1ccc(S(=O)(=O)N(C)C)cc1NC(=S)N(CCC#N)Cc1cccnc1
→ 11%, 1%, u, 9%, 1%, 10, -22, 7.1µM*, -8, 5
Cc1c(Cl)ccc2sc(NC(=O)C3CC3)nc12
→ 13%, 1%, 23%, -15%, 10%, 23, 0, 0%, -17, 2
CCOC(=O)c1cc(-c2cccnc2)nn1-c1ccccc1C
→ 0%, 1%, -3%, -4%, 3%, 7, 10, -3%, -1, 12
CCOC(=O)C1(Cc2ccccc2C(F)(F)F)CCN(C2CCN(C(C)C)CC2)CC1
→ 0%, 3%, 1%, 2%, 9%, 5, x, 9%, -7, 11
CC(/C=C/c1ccccc1)=N/NC(=O)c1cnccn1
→ 0%, 0%, u, -2%[46.1 µM], x, -1, 13, 0%, -4, 6
CN(CC(=O)Nc1ccccc1C(F)(F)F)C(=O)CN1C(=O)C2CCCCC2C1=O (centres undefined)
→ -1%, 0%, 1%, 6%, -10%, 4, 0, -4%, -3, -22
CCC(=O)Nc1cccc(NC(=O)c2ccccc2Br)c1
→ -6%, 1%, 7%, -11%[46.1 µM], 7%, 5, -3, -3%, -12, 3
Nc1nccnc1C(=O)OCC(=O)NC1CCCc2ccccc21 (centres undefined)
→ -7%, 1%, 2%, 10%, 14%, 0, -1, -12%, 0, 12
Cc1ccc(N=C2SCCCN2C(=O)c2ccco2)cc1Cl
→ 28%, 2%, 3%, 1%, 0%, 5, 4, 5%, -8, 9
COc1ccccc1NS(=O)(=O)c1cccc(NC(=O)c2cncc(Br)c2)c1
→ -17%, -2%, u, -5%, 1%, x, 1, x, -12, 1
CCOC(=O)c1cc(COc2cc(Cl)cc(Cl)c2)on1
→ 7%, 7%, 1%, -4%, 11%, 15, -2, -2%, -10, 5
COc1ccc(Cl)cc1NC(=S)NCCc1ccc(S(N)(=O)=O)cc1
→ 1%, 11%, 1%, 4%, 4%, 0, 4, 0%, 11, -7
Nc1nonc1-n1nnc(C(=O)N/N=C/c2cccc(Cl)c2)c1CSc1ccccc1
→ -10%, 3%, 4%, 9%, -8%, 9, -6, -3%, -25, -32
COc1ccccc1/C=C1\SC(=S)N(CCC(=O)N2CCCCC2CCO)C1=O (centres undefined)
→ 5%, 1%, -8%, -6%, -3%, -2, -1, -6%, -11, -10
COc1cc(OC)cc(C(=O)Oc2ccc(/C=N/Nc3nc4ccccc4s3)cc2OC)c1
→ -2%, -10%, u, 5%[46.1 µM], 11%, -3, -7, -4%, 5, 2
O=C(Nc1cccnc1)c1cc(-c2cccc(Br)c2)nc2ccccc12
→ -1%, -7%, u, -4%, 7%, 13, 1, -5%, -38, -13
Cc1[nH]ncc1-c1nc2ccccc2[nH]1
→ u, -1%, 28%, 0%, -2%, 0, 27, -10%, -3, 0

Entries above that contain fluorine (2):
The line under a structure holds: Eya2 phos inh, USP2a block, ELG1 repair inh, TCR act, A-T KAP1 phos, TRPV1 agonist, KCNH2 WT inh, Mito fusion yeast, TSHR antag, KCNH2 3.1 inh
CCOC(=O)C1(Cc2ccccc2C(F)(F)F)CCN(C2CCN(C(C)C)CC2)CC1
→ 0%, 3%, 1%, 2%, 9%, 5, x, 9%, -7, 11
CN(CC(=O)Nc1ccccc1C(F)(F)F)C(=O)CN1C(=O)C2CCCCC2C1=O (centres undefined)
→ -1%, 0%, 1%, 6%, -10%, 4, 0, -4%, -3, -22

Full records as entered above. Screens in order: Eya2 phos inh, USP2a block, ELG1 repair inh, TCR act, A-T KAP1 phos, TRPV1 agonist, KCNH2 WT inh, Mito fusion yeast, TSHR antag, KCNH2 3.1 inh
CN(CC(=O)Nc1ccccc1C(F)(F)F)C(=O)CN1C(=O)C2CCCCC2C1=O (centres undefined) is listed as -1%, 0%, 1%, 6%, -10%, 4, 0, -4%, -3, -22
Nc1nccnc1C(=O)OCC(=O)NC1CCCc2ccccc21 (centres undefined) is listed as -7%, 1%, 2%, 10%, 14%, 0, -1, -12%, 0, 12
Cc1ccc(S(=O)(=O)N(C)C)cc1NC(=S)N(CCC#N)Cc1cccnc1 is listed as 11%, 1%, u, 9%, 1%, 10, -22, 7.1µM*, -8, 5
CC(=O)OCCOCn1cnn2c(=O)c(Br)c(C)nc12 is listed as -22%, 9%, -1%, -2%, -4%, 0, -2, -1%, 1, 9

New compounds follow:
The line under a structure holds: Eya2 phos inh, USP2a block, ELG1 repair inh, TCR act, A-T KAP1 phos, TRPV1 agonist, KCNH2 WT inh, Mito fusion yeast, TSHR antag, KCNH2 3.1 inh
CCOC(=O)N1CCN(Cc2nc3c(c(=O)n(C)c(=O)n3C)n2Cc2ccccc2)CC1
→ -25%, 3%, 10µM*, 2%, 6%, 8, -7, -3%, 8, 11
COc1ccc(CCNC(=O)c2ccc(N3CCCC3=O)cc2)cc1OC
→ -4%, -1%, 0%, 0%, 5%, -3, -23, -6%, 4, 6
O=C(CC(SCCO)c1ccc([N+](=O)[O-])cc1)c1ccco1 (centres undefined)
→ -6%, 2%, u, 3%, -8%, 16, -31, 7%, 6, -17
Cc1csc(NC(=O)CCc2nc3ccccc3s2)n1
→ 0%, 2%, u, -1%, 2%, 3, 10, -2%, -3, 6
CCCSc1nnc(NC(=O)c2ccco2)s1
→ 7%, 0%, u, -2%, -1%, 1, -1, 4%, -1, -7
CC(=O)N1C(=O)NC(c2ccccc2)=C([N+](=O)[O-])C1c1ccccc1 (centres undefined)
→ 0%, 0%, -15%, 7%, 3%, 5, -6, 3%, 7, -10
COc1ccccc1CNC(=O)C1CCCN(S(=O)(=O)c2ccc3c(c2)C(C)(C)C(=O)N3C)C1 (centres undefined)
→ -12%, 2%, -23%, 1%, 1%, 3, -12, -1%, -2, 18
CCC(C)Sc1ccc([C@@H]2[C@H]3C(=O)N(CC)C(=O)[C@H]3[C@]3(C(=O)OC)CCCCN23)cc1 (some centres undefined)
→ -19%, -1%, -27%, -3%, 26%, 3, -7, u, -48, 9
Cn1c(C(=O)N2CCCC(C(=O)NCc3ccccc3)C2)cc2sccc21 (centres undefined)
→ -1%, 3%, -5%, -4%, 9%, u, 1, 2%, 9, 17
CCn1c(C2CC(=O)N(c3ccc(C)c(C)c3)C2)nc2ccccc21 (centres undefined)
→ -2%, 0%, -3%, -5%, 3%, 23, -13, -5%, 0, -6
COc1ccccc1NC(=O)Cn1cnc2c(cnn2-c2ccccc2)c1=O
→ 14%, -2%, -26%, x, -3%, 13, 1, -1%, -2, -1
Cn1ncc(Cl)c(Oc2ccc(Cl)cc2)c1=O
→ 1%, 4%, -13%, -3%[46.1 µM], 5%, -1, -7, 4%, -13, 1
Cc1[nH][nH]c(=O)c1C(c1cc(Br)ccc1O)c1c(C)[nH][nH]c1=O
→ -11%, 3%, -7%, 3%, 3%, 0, 1, 0%, -11, 11

Not all compounds are listed (hit frequency here may not be typical).
